Compound activity: PubChem, several laboratories
Rv3671c protease – inhibitors of M. tuberculosis serine protease Rv3671c; P9WHR9; inhibition, % at 5.96 µM; 320,000 tested, 0.048% active; AID 2606; in the data active = inhibition above about 38%;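 note: extracellular domain of Rv3671c used as enzyme; 0% = enzyme with DMSO and 100% = no enzyme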
Target sequence (P9WHR9 whole entry, looked up, the tested form may be a part): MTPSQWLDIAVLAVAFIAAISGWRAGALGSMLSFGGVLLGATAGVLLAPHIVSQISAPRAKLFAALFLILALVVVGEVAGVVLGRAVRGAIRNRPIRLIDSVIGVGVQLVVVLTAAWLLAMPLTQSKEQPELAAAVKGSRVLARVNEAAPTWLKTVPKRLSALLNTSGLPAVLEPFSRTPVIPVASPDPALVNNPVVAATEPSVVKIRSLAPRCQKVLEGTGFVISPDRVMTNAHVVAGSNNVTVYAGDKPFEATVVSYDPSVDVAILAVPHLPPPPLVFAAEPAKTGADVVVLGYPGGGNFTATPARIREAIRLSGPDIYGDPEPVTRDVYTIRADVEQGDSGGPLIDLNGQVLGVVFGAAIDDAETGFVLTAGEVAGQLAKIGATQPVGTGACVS
BH1578 lux ind – quorum light induction in luxS cqsA deficient V. cholerae. AID 588436. 350,000 tested, 0.16% active. activation, % at 18.7 µM. V. cholerae BH1578 lux reporter, luminescence, 6 h; in the data active = activation mostly above about 9.7%, no sharp cut-off; note: not every result past the cut was called active; inactives centre near 0; reference of the scale not given here
PriA SSB inh – K. pneumoniae PriA-SSBct interaction inhibition | inhibition, % at 33 µM | AlphaScreen SSBct-PriA binding, biotinylated peptide | 430,000 tested, 0.6% active; in the data active = inhibition mostly above about 37%, no sharp cut-off; inactive = mostly below about 20%;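 note: plate controls were negative control peptide for no effect and reference peptide for full effect; strong numbers were not always called active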
GDH-TPI counter – GDH-TPI coupled enzyme inhibition counter-screen. inhibition, % at 4.8 µM. 360,000 tested, 1.2% active. GDH-TPI coupled enzyme counterscreen, NADH absorbance; in the data active = inhibition above about 30%;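 note: 0% = DMSO wells and 100% = wells lacking the enzyme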
UGM FP inh – Mtb UDP-galactopyranose mutase inhibition. P9WIQ1. purified UGM, fluorescence polarization probe displacement. inhibition, % at 10 µM. 320,000 tested, 0.06% active. AID 504406; in the data active = inhibition above about 10%, passing the limit was not always enough
BioA inh – inhibitors of Mycobacterium tuberculosis BioA enzyme; purified M. tuberculosis BioA enzyme, plate reader; inhibition, % at 9.99 µM; 360,000 tested, 0.096% active; AID 602481; in the data active = inhibition above about 40%
VHR inh abs – blocks human VHR1 dual specificity phosphatase. P51452. inhibition, % at 13.3 µM. recombinant VHR phosphatase, pNPP absorbance. AID 1654. 290,000 tested, 0.52% active; in the data active = inhibition above about 50%; note: some compounds called inactive have numbers as strong as hits
Target sequence (P51452 whole entry, looked up): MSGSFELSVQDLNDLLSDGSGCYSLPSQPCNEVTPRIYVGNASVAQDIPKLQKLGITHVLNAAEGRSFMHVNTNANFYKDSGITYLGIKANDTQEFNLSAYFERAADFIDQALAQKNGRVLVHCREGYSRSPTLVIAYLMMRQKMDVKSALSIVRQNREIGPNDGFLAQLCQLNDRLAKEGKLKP
3CLpro inhibitor – SARS-CoV 3CLpro protease inhibition; 290,000 tested, 0.14% active; P0C6X7; AID 1706; recombinant SARS-CoV 3CLpro, quenched FRET peptide cleavage; inhibition, % at 6 µM; in the data active = inhibition above about 12%
MazF activator – activators of E. coli MazEF toxin-antitoxin RNase; P0AE70; FAM/BHQ RNA-DNA oligo cleavage fluorescence, 5 h; activation, % at 20 µM; 350,000 tested, 0.32% active; in the data active = activation above about 50%
Target sequence (P0AE70 whole entry, looked up): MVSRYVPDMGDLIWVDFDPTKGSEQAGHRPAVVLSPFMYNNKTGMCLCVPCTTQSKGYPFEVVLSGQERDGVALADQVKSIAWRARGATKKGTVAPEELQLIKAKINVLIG
FBA Mtb inh – inhibits M. tuberculosis FBA enzyme | 360,000 tested, 2.3% active | AID 588726 | purified M. tuberculosis FBA, fluorescence read-out | P9WQA3 | inhibition, % at 1 µM; in the data active = inhibition above about 27%;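 note: 0% = vehicle and 100% = reference inhibitor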
Numbers without * were called inactive; i = inactive; . = no result given; + = active, no number; & = joins results of further samples. Not all compounds are listed. The share of hits here may be higher or lower than overall.

1	Cc1nnc2c3ccccc3c(-c3ccccc3)nn12
2	O=C(CCc1nc2ccccc2c(=O)[nH]1)Nc1ccc(Cl)c(Cl)c1
3	CC(=O)Nc1ccc(NC(=O)COC(=O)/C=C/c2ccc3c(c2)OCO3)cc1
4	O=C(COc1ccc(Br)cc1Br)NC(=S)N1CCCc2ccccc21
5	COc1ccc(C(=O)Nc2ccccc2C(=O)NC(Cc2ccc(O)cc2)C(=O)NNC(=O)c2ccccc2Cl)cc1 (centres undefined)
6	Clc1ccc(C2=CSC3=NCCN23)cc1Cl
assay / compound,1,2,3,4,5,6
Rv3671c protease,-7,-45,-21,3,-58,-2
BH1578 lux ind,i,-0.2,-5.7,i,-2.4,i
PriA SSB inh,-3,0,0,14,6,-9
GDH-TPI counter,5,8,10,12,-4,-8
UGM FP inh,1.1,1.0,0.3,3.8,1.0,0.4
BioA inh,2.8,-0.1,-0.1,.,-0.6,3.2
VHR inh abs,.,-4,.,23,-10,19
3CLpro inhibitor,6,2,.,-2,3,0
MazF activator,10,46,-6,1,-1,2
FBA Mtb inh,0,3,13,5,0,8

7	CC(=O)C1=C(O)C(=O)N(c2ccc(O)cc2)C1c1cccc([N+](=O)[O-])c1 (centres undefined)
8	CCCCCCn1c(N(CC)CC)nc2c1c(=O)[nH]c(=O)n2C
9	NC(=O)c1nc(-c2ccco2)nc2c1[nH]c(=O)n2-c1ccc(Cl)c(Cl)c1
10	CN(CCC#N)S(=O)(=O)c1ccc2c(c1)c(=O)n(C)c(=O)n2C
11	N#Cc1ccc(CSc2ncnc3c2cnn3Cc2ccccc2)cc1
12	O=C(NCc1ccco1)C(c1cccnc1)N(C(=O)Cn1nnc2ccccc21)c1ccc(F)cc1 (centres undefined)
assay / compound,7,8,9,10,11,12
Rv3671c protease,4,-1,-8,0,-5,4
BH1578 lux ind,i,.,-0.4,-1.4,i,-0.5
PriA SSB inh,-11,-8,-9,-5,0,-22
GDH-TPI counter,32*,-6,13,9,8,1
UGM FP inh,-0.1,-2.0,1.0,0.0,-0.9,-0.6
BioA inh,5.8,4.0,-1.3,1.0,-0.2,-1.8
VHR inh abs,6,19,4,12,33,15
3CLpro inhibitor,4,3,-2,1,-8,2
MazF activator,2,2,-51,-6,-9,5
FBA Mtb inh,2,0,12,0,4,-2

13	CC1=NNC(=O)C1CC(=O)N/N=C/c1cccs1 (centres undefined)
14	O=C(CCCCCN1C(=O)c2ccccc2C1=O)Nc1ccccc1F
15	CCn1nc(C(=O)Nc2ccc(Cl)c(S(=O)(=O)N3CCOCC3)c2)c2ccccc2c1=O
16	O=C(Nc1ccc2c(c1)OCCO2)c1cccc(Br)c1
17	CC(=O)c1cccc(NC2c3ncccc3C(=O)N2Cc2ccco2)c1 (centres undefined)
18	CC(C)c1ccc(-c2nn(-c3ccccc3)cc2C(=O)NCC2CCCO2)cc1 (centres undefined)
assay / compound,13,14,15,16,17,18
Rv3671c protease,-6,5,.,.,9,6
BH1578 lux ind,-0.6,i,i,-0.4,-0.2,-0.9
PriA SSB inh,i,-5,-3,-17,-15,-4
GDH-TPI counter,1,0,7,-1,13,-5
UGM FP inh,2.4,-0.6,.,2.5,.,-1.9
BioA inh,-2.6,.,0.8,4.6,1.0,-0.5
VHR inh abs,5,-12,.,22,24,.
3CLpro inhibitor,1,-2,.,9,4,.
MazF activator,-6,8,5,11,0,-16
FBA Mtb inh,1,2,1,0,-1,1

19	Cc1cc(C)c(S(=O)(=O)NCC2CCC(C(=O)NCc3ccccn3)CC2)c(C)c1 (centres undefined)
20	Clc1ccc(CN2CCNCC2)cc1
21	O=C(N/N=C\c1cccc([N+](=O)[O-])c1O)C1COc2ccccc2O1 (centres undefined)
22	CNc1nc(-c2ccc(OC)cc2)c(-c2ccc(OC)cc2)s1
23	Cc1nc(NC(N)=S)sc1C(=O)Nc1ccccc1
24	CC1CCN(c2ccccc2NC(=O)c2ccc(F)cc2)CC1
assay / compound,19,20,21,22,23,24
Rv3671c protease,7,-1,6,6,-4,-7
BH1578 lux ind,i,0.3,-0.2,-0.8,-0.2,.
PriA SSB inh,-15,4,.,1,12,-24
GDH-TPI counter,-2,13,8,11,13,2
UGM FP inh,0.2,-1.5,1.8,-2.0,-0.7,-0.3
BioA inh,.,-1.5,1.1,0.0,2.7,1.0
VHR inh abs,-2,-18,10,13,36,16
3CLpro inhibitor,-2,1,5,-2,-1,3
MazF activator,2,8,-1,-5,-6,0
FBA Mtb inh,-1,5,-4,-4,-2,0

2 compounds from above with just VHR inh abs and PriA SSB inh:
entry	Compound	VHR inh abs	PriA SSB inh
22	CNc1nc(-c2ccc(OC)cc2)c(-c2ccc(OC)cc2)s1	13	1
23	Cc1nc(NC(N)=S)sc1C(=O)Nc1ccccc1	36	12

Next part
25	CCOC(=O)c1ccc(NC(=O)NCc2ccn(CC)n2)cc1
26	Cc1cc(C(=O)OCC(=O)Nc2c(F)cccc2F)c(C)n1C1CC1
27	CSc1ccc(-c2cccc3nncn23)cc1
28	CCCCn1c(SCC(=O)Nc2nnc(C)s2)nnc1-c1ccncc1
29	Fc1ccc(-c2nc3ccccc3c3nc4ccccc4n23)cc1
30	CC1CC(=O)c2cn3c(nc2C1)nc1ccccc13 (centres undefined)
assay / compound,25,26,27,28,29,30
Rv3671c protease,0,.,.,1,-6,7
BH1578 lux ind,i,-0.3,-1.3,-0.4,-4.5,i
PriA SSB inh,0,-6,.,-8,4,-5
GDH-TPI counter,5,-1,24,0,8,9
UGM FP inh,-3.0,.,.,1.9,0.4,0.9
BioA inh,-1.1,-0.6,18,.,.,0.6
VHR inh abs,13,.,.,29,2,8
3CLpro inhibitor,-2,.,.,-5,5,0
MazF activator,-3,7,.,3,-10,-2
FBA Mtb inh,0,-2,+,-1,1,1

Retrieved by compound from the list above (three):
16	O=C(Nc1ccc2c(c1)OCCO2)c1cccc(Br)c1
29	Fc1ccc(-c2nc3ccccc3c3nc4ccccc4n23)cc1
6	Clc1ccc(C2=CSC3=NCCN23)cc1Cl
assay / compound,16,29,6
Rv3671c protease,.,-6,-2
BH1578 lux ind,-0.4,-4.5,i
PriA SSB inh,-17,4,-9
GDH-TPI counter,-1,8,-8
UGM FP inh,2.5,0.4,0.4
BioA inh,4.6,.,3.2
VHR inh abs,22,2,19
3CLpro inhibitor,9,5,0
MazF activator,11,-10,2
FBA Mtb inh,0,1,8

More records.
31	Cc1cc(C)nc(SCc2cc(=O)c(OC(=O)c3ccc(S(=O)(=O)N(C)C)cc3)co2)n1
32	C1CCC2(CC1)C1=C(CCCC1)Nc1nnnn12
33	CC(=NCCCN(C)C)C1=C(O)c2ccccc2C1=O
34	NS(=O)(=O)CCCc1ccccc1
35	Cc1c(/C=N/NC(=O)c2cccnc2)c2ccccc2n1Cc1ccccc1
36	COc1ccc(N2C(=O)[C@H]3CCC=C[C@H]3[C@@H]2c2ccccc2Br)cc1
assay / compound,31,32,33,34,35,36
Rv3671c protease,-3,-1,-5,1,10,.
BH1578 lux ind,-0.2,-11,17*,-0.6,-0.5,-1.0
PriA SSB inh,-4,-8,-2,33,.,3
GDH-TPI counter,0,2,24,-4,21,-7
UGM FP inh,6.7,-2.4,2.4,-2.0,-2.0,.
BioA inh,2.4,.,-0.3,-0.4,6.1,-0.5
VHR inh abs,42,26,2,13,20,.
3CLpro inhibitor,3,-5,-5,-9,-3,.
MazF activator,-3,0,-2,-21,8,1
FBA Mtb inh,-6,-1,2,0,-3,0

37	Cc1cc2nc(-c3cccnc3SCC(=O)NC3CC3)[nH]c2cc1C
38	COc1ccc(-c2nnc3sc(-c4ccccc4OC)nn23)cc1
39	COc1ccccc1CCC(=O)Nc1ccc2c(c1)c(=O)n(C)n2C
40	Cc1cccc(NCC(=O)c2c(N)n(C)c(=O)n(C)c2=O)c1C
41	CCCC(=O)Nc1nnc(SCC(=O)Nc2nc(C)cs2)s1
42	COc1ccc(CN(C(=O)c2ccc(C)cc2)c2cccc(N)c2)cc1
assay / compound,37,38,39,40,41,42
Rv3671c protease,4,-3,.,-2,0,-7
BH1578 lux ind,.,-0.1,0.4,-0.1,i,i
PriA SSB inh,.,-6,.,-13,0,-28
GDH-TPI counter,.,-13,8,4,9,13
UGM FP inh,4.6,0.8,.,1.8,2.9,3.1
BioA inh,.,-0.2,0.1,.,-1.5,-1.3
VHR inh abs,5,2,.,22,5,.
3CLpro inhibitor,-4,.,.,2,-1,.
MazF activator,.,13,.,32,-1,-1
FBA Mtb inh,.,4,189*,-4,0,2

43	CCC(C)[C@@H](N)C(=O)N/N=C/c1cccc2nccnc12 (some centres undefined)
44	CCOC(=O)c1ccc(NC(=O)c2nc[nH]c2C(=O)NC[C@H](C)O)cc1
45	Cc1ccc(-n2c(=S)[nH]c3ccccc3c2=O)cc1F
46	Nc1cc(N)c2c(c1)C(=O)c1ccccc1-2
47	CCCCn1c(=O)nc2n(-c3ccccc3)c3ccccc3cc-2c1=O
48	CCN(CC)S(=O)(=O)c1ccc(C(C)NC(=O)Cc2c[nH]c3ccccc23)cc1 (centres undefined)
assay / compound,43,44,45,46,47,48
Rv3671c protease,4,.,.,.,-5,8
BH1578 lux ind,.,-0.4,i,i,-3.3,i
PriA SSB inh,i,.,.,21,-13,1
GDH-TPI counter,.,0,9,9,10,-2
UGM FP inh,-0.5,.,.,.,3.5,-0.7
BioA inh,.,3.8,0.6,-0.3,1.0,1.1
VHR inh abs,17,.,.,.,13,6
3CLpro inhibitor,-4,.,.,.,-7,6
MazF activator,1,8,16,-1,4,9
FBA Mtb inh,.,0,1,-3,46*,-3

49	Cc1cc(=O)n2c(n1)NC(=NCc1ccccc1)NC2c1ccccc1 (centres undefined)
50	COC(=O)c1c(NC(=O)CN2CCN(c3ccccc3OC)CC2)c2cc(C)ccc2n1C
51	Oc1cc(O)cc(/C=C/c2ccc(O)cc2O)c1
52	O=S(=O)(CC(O)COc1ccccc1Cl)c1ccccc1 (centres undefined)
53	O=C(Nc1nncs1)c1cccc(S(=O)(=O)N2CCOCC2)c1
54	O=C(CSc1ccccc1)Nc1ccc(S(=O)(=O)NCC2CCCO2)cc1 (centres undefined)
55	Cn1c(=O)c(=O)n(C)c2cc(S(=O)(=O)N3CCN(c4ccccc4F)CC3)ccc21
assay / compound,49,50,51,52,53,54,55
Rv3671c protease,8,0,7,3,1,0,-11
BH1578 lux ind,-0.6,i,i,i,i,-3.7,-0.2
PriA SSB inh,-2,-7,4,-24,-23&-4,-9,-1
GDH-TPI counter,-1,6,29,-1,16,5,15
UGM FP inh,-1.8,3.1,-1.8,0.4,-0.7,1.0,1.8
BioA inh,7.5,-1.0,0.8,1.3,-0.5,1.6,-0.7
VHR inh abs,13,-13,.,30,11,-8,-3
3CLpro inhibitor,3,-1,.,1,0,-2,1
MazF activator,5,1,28,1,7,-4,-6
FBA Mtb inh,-1,2,7,0,-3,1,0
